M17LAP inhibition – P. falciparum M17LAP inhibitors, primary screen, biochemical, fluorogenic H-Leu-NHMec substrate, 1536-well (AID 1619) | recombinant M17LAP, H-Leu-NHMec fluorogenic kinetic assay; higher % means a stronger effect | one-dose inhibition, % at 30 µM; IC50 in µM for titrated hits | 0.38% of 220,000 active;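 active means compound inhibiting the enzyme by more than half at any dose during confirmatory dose-response retesting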;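 further: plate controls were full reaction with DMSO carrier for no effect and no enzyme background for full effect; strong numbers were not always called active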
Ins promoter up – MIN6 insulin promoter up-regulation | MIN6 insulin promoter-GFP reporter, high-content imaging; hits give high values | z-score at 5 µM | 0.3% of 190,000 active;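 active means z-score above 3 at 5 µM with at least 500 cells counted in the well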
ER stress rescue – rescue of cells from ER stress-induced death, primary screen, 384-well, CSM14.1, thapsigargin, ATP luminescence (AID 1222). CSM14.1 thapsigargin-induced death rescue, ATP luminescence; higher % means a stronger effect. cellular ATP content (survival), % at 20 µM, or EC50 in µM where a hit was titrated. 190,000 tested, under 10 active;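 active means EC50 below 50 µM in the dose-response confirmation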;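 further: death triggered by thapsigargin at about 15 µM added after 2 h compound pretreatment; cell ATP read after overnight thapsigargin exposure of roughly 18 to 22 hours; normalized against plate controls of thapsigargin alone and 5% DMSO vehicle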
UTI89 phage lysis – protection from phage-mediated lysis, alamar blue read-out – E. coli UTI89, K1F phage, bacterial capsule biogenesis inhibitors (AID 488966). E. coli UTI89 K1F phage lysis, alamar blue, 2 h; higher % means a stronger effect. inhibition, % at 100 µM, or IC50 in µM where a hit was titrated. 0.02% of 340,000 active;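 active means phage lysis inhibition, versus mean bacterial control, above a set limit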;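 further: capsule biogenesis inhibitors block K1F phage lysis so surviving cells raise fluorescence; higher fluorescence means more inhibition of phage lysis; actives were called in the ten point dose series up to 300 µM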
bCat nuc transl – modulators of beta-catenin nuclear translocation. HeLa beta-catenin nuclear translocation, immunofluorescence imaging. nuclear translocation activity, % at 5 µM. 0.3% of 190,000 active;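 active means nuclear translocation activity above 50% at 5 µM, with a well cell count of 50 or more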;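 further: per-cell ratio of nuclear to cytoplasmic median beta-catenin stain intensity; plate controls were DMSO negative control for no effect and GSK-3 inhibitor IX positive control for full effect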
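Test system: human HeLa cells, endogenous beta-catenin. Times: 24 h compound exposure, 37°C. Measured by: beta-catenin immunofluorescence imaging with DAPI.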
P. falciparum M1AAP – P. falciparum M1AAP inhibitors, biochemical, fluorogenic H-Leu-NHMec substrate, 1536-well (AID 1445); recombinant M1AAP, H-Leu-NHMec fluorogenic kinetic assay; higher % means a stronger effect; one-dose inhibition, % at 30 µM; IC50 in µM for titrated hits; 0.42% of 220,000 active;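 active means primary inhibition above the hit cutoff, then over 50% inhibition at one or more dose response concentrations, cut at about 23% in these data, passing the limit was not always enough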;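 further: plate controls were DMSO full reaction for no effect and no enzyme background for full effect; strong numbers were not always called active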
Dynein cargo inh – dynein cargo transport inhibition. 3617.4 mouse cells, GR-EGFP nuclear translocation imaging; test concentration mostly 20 µM; stimulated with dexamethasone, 1 µM; hits give low values. z-score, hits read low. 0.47% of 220,000 active. AID 1381;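 active means plate z-score of nuclear minus cytoplasmic receptor signal below a set negative limit, without overly bright fluorescence or cell loss, cut at about -3.5 in these data, passing the limit was not always enough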;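 further: z-score of nuclear minus cytoplasmic ring GR-EGFP intensity difference per well; some compounds called inactive have numbers as strong as hits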
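Buffer or medium: tetracycline-free induction medium containing charcoal-stripped FBS / Reagent: dexamethasone agonist, 1.0 µM final, for 30 min / Technique: automated 10x imaging of fixed Hoechst-stained cells / Times: induction 48 h, compound 1 h, agonist 30 min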
MT stabilize HCS – stabilizes microtubules in HeLa cells; HeLa tubulin immunostaining HCS, 24 h; share of cells brighter than vehicle mean+2SD; % tubulin-high responders, % at 10 µM; 0.83% of 200,000 active;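 active means plate Z-score above 3 for both tubulin-high and condensed-nucleus cell shares, with cell loss under 80%, at 10 µM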;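 further: anti alpha tubulin signal scored within the nucleus-defined area of each cell; some results filed as inactive read as strong as hits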
Autophagy HCS – alters autophagy in cells; MEF GFP-LC3 puncta imaging; test concentration mostly 10 µM; calls only at 10 µM (by protocol); 0.98% of 190,000 active; AID 463193;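 active means percentage of spot-positive cells more than 3 SD above its plate mean, without a fluorescence outlier flag or 80% toxicity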;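 further: spot-positive cell cutoff set from DMSO-treated cells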
Dynein cargo inh cytoplasmic EGFP – also measured in Dynein cargo inh; calls as there; z-score; measured here: cytoplasmic GR-EGFP intensity; hits give high values
Dynein cargo inh nuclear GR-EGFP – also measured in Dynein cargo inh; calls as there; z-score; measured here: nuclear GR-EGFP intensity;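 lower value marks the stronger effect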
Dynein cargo inh cell count – second read-out of Dynein cargo inh, no call of its own (marks repeat the call); z-score; measured here: cell count per field
Ins promoter up cell count – recorded beside Ins promoter up, whose call it bears; cell count; measured here: cytotoxicity, nuclei count;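 total cells summed across four imaged fields per well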
bCat nuc transl cell count 5 µM – recorded beside bCat nuc transl, whose call it bears; cell count; measured here: cell count, cytotoxicity flag
MT stabilize HCS Hoechst-high % – recorded beside MT stabilize HCS, whose call it bears; % Hoechst-high responders; measured here: nuclear condensation Hoechst responders;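 share of cells brighter than vehicle mean plus two SD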
MT stabilize HCS cytotoxicity % – also measured in MT stabilize HCS; calls as there; toxicity, %; measured here: cytotoxicity by cell density;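 0% = mean cell density of plate MIN control wells and 100% = no cells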
Autophagy HCS cell loss 18 h – further read-out of Autophagy HCS, marked with its call; toxicity, %; measured here: cell loss, nuclei count;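 cell loss after 18 h compound exposure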
Numbers without * were called inactive; i = inactive; nt = not tested or not shown; [ ] = remark or other dose.

SMILES	M17LAP inhibition	Ins promoter up	Ins promoter up cell count	ER stress rescue	UTI89 phage lysis	bCat nuc transl	bCat nuc transl cell count 5 µM	P. falciparum M1AAP	Dynein cargo inh	Dynein cargo inh cytoplasmic EGFP	Dynein cargo inh nuclear GR-EGFP	Dynein cargo inh cell count	MT stabilize HCS	MT stabilize HCS Hoechst-high %	MT stabilize HCS cytotoxicity %	Autophagy HCS	Autophagy HCS cell loss 18 h
Nc1c(S(=O)(=O)c2cccs2)c2nc3ccccc3nc2n1Cc1cccs1	-7.4%	nt	nt	3.4%	3.7%	nt	nt	14.0%	-0.964	0.13	-0.0869	0.547	7.4	2.6	4.6	i	-0.9
COc1ccc2[nH]c(=O)c(CNc3ccccc3)cc2c1	-4.0%	0.24	1484	-1.1%	3.8%	10.1	1225	13.0%	0.377	-0.279	0.336	-0.224	2.8	3.0	4.0	i	-23.3
O=c1c(Cc2c(F)cccc2Cl)c(O)ccn1C1CC1	-4.4%	-0.66	1608	-1.3%	0.1%	-5.3	1117	-0.4%	-0.0959	-0.241	-0.00473	0.085	4.5	2.3	5.5	i	-31.3
CCc1c(C)sc(NC(=O)c2ccco2)c1C(=O)N1CCOCC1	6.4%	0.33	1220	nt	5.3%	nt	nt	2.8%	-0.23	-0.183	-0.403	0.717	2.0	1.4	7.6	i	-3.3
O=C(Nc1ccccc1C(=O)N1CCOCC1)C1CCCO1 (stereo unspecified)	-7.1%	-0.02	1287	-2.1%	1.1%	0.8	1068	7.2%	1.81	-0.252	0.986	-0.966	5.0	0.9	0.3	i	3.1
C[N+]1(CCCCSc2ccc(O)cc2)CCCCC1	6.5%	0.18	1388	-0.2%	0.8%[50 µM]	-2.3	970	5.5%	-0.427	-0.286	-0.462	0.502	5.0	2.6	1.9	i	4.5
COc1ccc(CN2CCN(C(C)C)C(CCO)C2)cc1Cn1cncn1 (stereo unspecified)	1.4%	1.72	1526	0.0%	0.9%	0.3	1051	0.2%	-1.01	-0.255	-0.515	0.587	2.9	1.3	8.8	i	5.4
COc1ccc(N2C(=S)NC3CS(=O)(=O)CC32)cc1 (stereo unspecified)	1.4%	0.14	1329	nt	0.7%	0.9	1092	4.2%	-0.104	-0.226	-0.0655	-0.32	nt	nt	nt	nt	nt
CC(=O)c1ccc(NC(=S)NCc2ccco2)cc1	4.1%	0.12	1562	0.3%	0.1%	0.1	1550	8.7%	-1.14	-0.334	-0.558	0.975	2.2	2.4	5.2	i	-13.3
Oc1c(Br)cc(Br)cc1/C=N/N1CCN(Cc2ccccc2)CC1	-5.0%	0.22	1422	8.0%	5.3%	-4.6	532	5.7%	-0.249	-0.276	-0.216	1.36	2.6	2.7	4.7	i	-3.9
CN1CCN(C/C(=C2/N=C(c3ccccc3)OC2=O)N(C)C)CC1	22.9%	-0.06	1929	-1.6%	10.3%	-2.2	1093	4.4%	3.53	-0.089	1.87	-3.58	1.9	2.0	7.3	i	-26.1
Cc1c(NC(=O)C(C)N(c2ccccc2)S(C)(=O)=O)c(=O)n(-c2ccccc2)n1C (stereo unspecified)	-4.7%	-0.4	1248	-0.7%	-0.3%	2.7	966	-4.8%	0.435	-0.303	0.338	-0.267	4.7	1.9	4.1	i	14.8
CCc1cccc(C)c1NC(=S)N1CCCC1C(=O)O (stereo unspecified)	7.9%	-0.21	1460	3.3%	-0.1%	-4.7	1123	0.3%	1.06	-0.218	0.484	-0.226	9.7	1.8	0.2	i	10.3
O=C(NC1CCCCC1)C1CCN(c2nnnn2-c2ccccc2)CC1	1.3%	-1.39	1153	-1.2%	0.1%	-0.6	1132	-7.6%	2.42	-0.17	1.17	-1.26	4.2	1.2	7.5	i	0.2
O=C(NC(=S)Nc1cccc2cccnc12)c1ccccc1	-2.9%	-0.34	1609	-0.5%	-0.1%	-0.2	1368	2.6%	-0.447	-0.228	-0.0513	0.657	1.2	2.5	6.9	i	12.8
CCc1cc2c(=O)[nH]c(N3CCCC3)nc2s1	-15.0%	0.17	1272	-2.6%	1.9%[50 µM]	1.1	560	1.8%	-0.443	-0.3	-0.513	0.566	2.3	2.2	0.2	i	9.4
CCS(=O)(=O)c1nc2ccccc2n1Cc1ccccc1Cl	5.9%	0.25	1744	nt	-1.9%	-1.5	1229	5.9%	1.86	0.0673	1.59	-1.56	6.8	1.7	5.0	nt	nt
COP1(=O)C=C[C@H](N(Cc2ccccc2)S(=O)(=O)c2ccccc2[N+](=O)[O-])[C@@H](C)O1 (stereo partly specified)	10.9%	0.46	1075	nt	-0.4%	0.3	1172	6.1%	0.0714	-0.811	0.0594	-0.0492	nt	nt	nt	nt	nt
Cc1ccc(S(=O)(=O)N2CCOCC2)cc1C(=O)OCC(=O)N1CCc2ccccc2C1	2.1%	1.29	1185	-3.3%	-0.8%	0.0	785	5.3%	-0.173	-0.271	-0.0864	-0.0283	2.4	0.4	25.0	i	2.2
CCn1c(C(C)NC(=O)Cc2ccccc2)nc2ccccc21 (stereo unspecified)	16.4%	-0.89	1385	1.9%	0.1%	-3.7	970	2.4%	-0.293	-0.466	-0.0968	0.155	3.2	2.7	3.9	i	-3.3
COc1ccc(OC)c(NC(=O)C(Sc2ccccc2)c2ccccc2)c1 (stereo unspecified)	6.2%	-1.15	1030	-1.7%	0.8%	3.2	1448	-2.2%	-0.0292	0.435	-0.168	0.514	2.5	1.6	4.8	i	-20.1
Cc1ccc(S(=O)(=O)N(C)CC(=O)Nc2ccccc2)cc1	-6.3%	-0.71	1008	-1.1%	0.0%	nt	nt	2.5%	0.493	0.0622	0.37	0.000664	1.0	1.0	7.4	i	-6.6
CC(=O)N(C)c1ccc(NC(=O)c2cnn(C)c2)cc1	-3.7%	0.23	900	-0.3%	0.6%	nt	nt	0.6%	-0.596	-0.174	-0.309	0.455	1.3	1.7	7.1	i	22.3
Cc1nc(S(=O)(=O)Cc2ccccc2Cl)nc2c1CCC2	-3.6%	0.71	1390	2.3%	-1.9%	0.0	1472	0.8%	0.185	-0.107	0.00881	0.512	1.5	2.8	9.7	i	7.5
COc1cc(C(=S)N2CCCC2)ccc1OS(=O)(=O)c1ccc(NC(C)=O)cc1	-3.1%	-1.19	1529	1.5%	0.1%	-2.6	977	-0.3%	-1.01	-0.363	-0.813	0.97	1.4	1.8	5.0	i	-0.2
O=C(O)CCn1cc(/C=C2\NC(=S)N(c3ccccc3)C2=O)c(-c2ccc(Br)cc2)n1	10.6%	-0.17	1323	-1.6%	0.2%	-2.3	1077	22.4%	1.89	-0.306	1.1	-1.34	5.1	3.1	5.7	i	-9.2
CC1=CCP(=O)(c2ccccc2)C1 (stereo unspecified)	-1.8%	-0.4	1400	2.3%	0.9%	-7.7	1007	-3.4%	-0.391	-0.228	0.127	0.0796	4.6	2.1	10.4	i	1.0
O=C(CCCl)N(Cc1nc2ccccc2c(=O)[nH]1)Cc1cccs1	-14.3%	-0.02	1526	0.4%	0.6%	-1.4	893	-3.1%	-1.17	-0.296	-0.39	0.455	3.4	1.1	4.4	i	-3.8
CCC(C)c1ccc(NC(=O)c2cccs2)cc1 (stereo unspecified)	9.9%	0.03	795	-2.0%	0.0%	nt	nt	10.4%	0.643	-0.481	0.248	-0.407	0.8	0.5	2.5	i	-6.6
CCC(Oc1ccccc1)C(=O)Nc1ccccn1 (stereo unspecified)	2.6%	nt	nt	-0.5%	0.5%	-5.4	916	8.6%	0.611	-0.211	0.286	0.371	3.7	1.8	5.4	i	-3.4
CC1(C)CC2(CCO1)C(Nc1ccccc1)=NC(=S)N2c1ccccc1 (stereo unspecified)	-5.4%	-0.46	1375	nt	nt	0.3	997	-0.5%	-0.166	-0.163	-0.0327	-0.113	nt	nt	nt	nt	nt
CC(C)[C@H](NC(N)=O)C(=O)Nc1ccc(OCc2ccccc2)cc1	10.1%	0.4	1497	0.5%	4.7%	0.4	1078	1.4%	-0.16	-0.0852	-0.004	0.0689	3.4	2.0	1.8	i	-12.1
Cc1cc(=O)cc(C)n1-c1ccc(Br)cc1	-3.5%	0.02	1180	0.3%	-1.1%	-2.0	1105	-2.7%	1.01	-0.214	1.42	-1.23	2.4	2.4	3.0	i	11.0
COCCn1c(SCC(=O)N2CC(=O)Nc3ccccc32)nc2ccccc21	12.7%	-0.05	1246	-2.0%	0.0%	nt	nt	4.4%	-0.72	-0.287	-0.698	0.594	3.4	1.2	7.8	i	3.9
Cc1ccc(C)c(CS(=O)(=O)c2cn(CC(=O)N3CCCCC3)c3ccccc23)c1	-12.8%	0.12	1567	-0.4%	0.2%	1.2	1062	94.5µM*	0.0146	-0.226	0.0579	-0.604	3.2	2.6	10.9	i	14.2
CC(C)NC(=O)CSc1nc(-c2cccs2)cc(-c2ccccc2)c1C#N	15.3%	nt	nt	2.1%	0.0%	-0.2	542	4.0%	0.098	-0.184	-0.0698	0.313	4.7	1.3	2.2	i	-7.6
CCc1nnc(NC(=O)CC(=O)Nc2ccccc2C(=O)O)s1	-1.0%	-0.74	1490	0.0%	3.4%	-5.5	1054	1.8%	-0.503	-0.198	0.408	0.22	1.6	1.6	4.0	i	20.6

High-throughput results from PubChem.
